Source: PubChem (National Center for Advancing Translational Sciences (NCATS))
12-LOX inh = blocks human arachidonate 12S-lipoxygenase. purified 12hLO, xylenol orange hydroperoxide absorbance. Potency, µM (top dose mostly 108 µM), inactives show at the highest dose activity change, negative = inhibition, hits mostly inhibitors. hit rate 1.1% among 580,000. AID 1671190; active means well fitted inhibition curve with a large enough effect; inconclusive means small, poorly fitted or top-dose-only effect, or another doubt; inactive means no such curve, though single readings can be large or run the other way
Target sequence (P18054 whole entry, looked up): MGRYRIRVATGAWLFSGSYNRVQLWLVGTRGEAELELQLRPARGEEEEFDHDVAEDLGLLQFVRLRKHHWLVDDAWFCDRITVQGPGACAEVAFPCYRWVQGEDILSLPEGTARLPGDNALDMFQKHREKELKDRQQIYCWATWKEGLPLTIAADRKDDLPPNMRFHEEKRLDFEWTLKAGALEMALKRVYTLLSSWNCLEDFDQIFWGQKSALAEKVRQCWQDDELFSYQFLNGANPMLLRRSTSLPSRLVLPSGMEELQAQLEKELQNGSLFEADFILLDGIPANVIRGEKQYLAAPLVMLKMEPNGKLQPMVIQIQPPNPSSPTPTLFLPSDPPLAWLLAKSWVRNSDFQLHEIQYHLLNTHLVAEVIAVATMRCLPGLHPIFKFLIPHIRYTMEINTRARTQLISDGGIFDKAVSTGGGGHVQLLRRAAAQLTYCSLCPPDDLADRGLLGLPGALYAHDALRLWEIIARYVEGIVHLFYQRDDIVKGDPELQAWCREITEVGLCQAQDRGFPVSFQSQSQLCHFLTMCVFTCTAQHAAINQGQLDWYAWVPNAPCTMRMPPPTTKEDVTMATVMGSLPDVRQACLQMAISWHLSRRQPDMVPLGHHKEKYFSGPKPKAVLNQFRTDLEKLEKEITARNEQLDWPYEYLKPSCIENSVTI
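Purified human 12hLO at 150 nM in 25 mM Hepes, 0.01% Triton X-100, pH 7.0, preincubated 15 min at room temperature with compound. Reaction started with 40 uM arachidonic acid, 30 min at room temperature. Hydroperoxide measured by Fe-xylenol orange, 573/405 nm absorbance ratio.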
An asterisk follows results filed as active; ? = inconclusive; [ ] = another dose, or the depositor's remark. On the % scale 0 is the no-effect control and ±100 the full control effect; potency means the concentration at half of the fitted maximal effect.

SMILES	12-LOX inh
COc1ccc(C(=O)Oc2ccc3c(=O)c(Oc4ccc(C(C)(C)C)cc4)coc3c2)cc1OC	?
CCc1[nH]nc(C(=O)N2C[C@@H](CN3CCCCCC3)[C@@H](CO)C2)c1C	44.7%[activator]
O=c1sc2c(s1)SC1CCCCCCCCCCC1S2 (stereo not given)	-1.3%
COc1ccc2nc(C[C@@H]3C[C@@H](C(C)C)[C@H](CNCc4ccccc4OC)C=C3C)[nH]c2c1	-7.7%
CC1(C(=O)NS(=O)(=O)c2ccc(Br)cc2)CCN1C(=O)C1CCCCC1 (stereo not given)	?
CC(NS(=O)(=O)c1cc2c3c(c1)CCN3C(=O)CC2)c1ccccc1 (stereo not given)	?
O=C(Nc1ccc2ccccc2c1)C1CCCCC1	10.3%
COc1cc(C2CC(=O)Nc3c(-c4cccc(F)c4)nsc32)c(OC)c2c1OCO2 (stereo not given)	-2.7%
CNC(=O)c1noc([C@@H]2CC(F)(F)CN2C(=O)C(C)C)n1	-3.9%
CN(CC1CCOCC1)S(=O)(=O)c1ccc(Cl)s1	-3.6%
CCc1ccc(OCCNC(=S)NC23CC4CC(CC(C4)C2)C3)cc1	?
COCc1cc(CC2(NCCC(C)C)COC2)no1	4.9%[176 µM]
COCCN1Cc2[nH]nc(-c3cccc(C(F)(F)F)c3)c2CC1=O	2.7%[176 µM]
CCCCc1c(-c2ccccc2F)ncn1CCc1ccccc1OC	?
CCCNC(=O)NCC1c2cc(OC)c(OC)cc2CCN1C(=O)NC(C)C (stereo not given)	23.8%
Cc1cc(C)c(-n2ccc(C=O)c2)c(C)c1	-3.8%
O=C(Cc1ccc(Br)cc1)N1CCCN(C(=O)C2CC2)c2ccccc21	36.8%
O=C(NCCC1=CCCCC1)C1CC(=O)N(c2n[nH]c3ccccc23)C1 (stereo not given)	6.0%
O=C(c1ccc(F)cc1)N1CCCN(c2cc(-c3ccc(F)cc3)[nH]n2)CC1	45.4%[activator]
FC1(F)C[C@@H](c2nc(C3CC3)no2)N(Cc2ccco2)C1	32.9%[activator]
CC(OC(=O)C1COc2ccccc2O1)C(=O)c1ccccc1 (stereo not given)	-7.8%
CCn1cc(CN2CCC3(CC2)CC(O)CCO3)c2cc(OC)ccc21 (stereo not given)	35.0%
CCN(C1CCOCC1)C1CN(C(C)=O)C1	56.5%[activator]
Cc1nc(NC(=O)c2ccccc2)sc1-c1csc(Nc2cccc(Br)c2)n1	?
CCOc1cc(C#N)ccc1OCC(=O)c1ccc2c(c1)CCCC2	-16.0%
COc1ccc(CNC(=O)Nc2nnc([C@H]3C[C@H](O)[C@@H](CO)O3)s2)cc1	-0.6%
Cc1noc(C)c1C(=O)N1CCCn2ccnc2C1C(C)C (stereo not given)	3.5%
c1ccc(-c2cc(-c3ccccc3)n(-c3ccccc3)n2)cc1	18.0%
CCN1C(=O)CCN(C(=O)c2cccnc2C)CC12CCOCC2	0.6%
CCO/C(C)=N/Oc1cccc(N(C)C)c1	?
CC(OC(=O)c1csc(NCc2ccccc2)n1)C(=O)N(C)Cc1ccccc1 (stereo not given)	-41.3%
COC1OC2COC(c3ccccc3)OC2C2OC(c3ccccc3)OC12 (stereo not given)	5.5%
N#Cc1ccccc1COC(=O)c1c(F)cccc1Cl	-36.3%
COc1ccc(N2CC(c3noc(-c4cc(OC)cc(OC)c4)n3)CC2=O)cc1 (stereo not given)	14.5%
COc1cccc(Nc2ccc3c(n2)C(C)(C(=O)NCc2cccs2)CN(C)C3)c1 (stereo not given)	-2.1%[176 µM]
COc1ccc(S(=O)(=O)N2CCN(CC(=O)N3CCNC3=O)CC2)cc1OC	-9.2%
COc1ccc(OC)c(NC(=O)c2ccc3c(c2)N(S(=O)(=O)c2ccccc2)CC3)c1	-22.3%
Cc1cccc2c1nc1n2[C@@H](CNC(=O)c2ccc(C#N)cc2)COC1	24.7%[176 µM]
CCOC(=O)CSCc1cccc(Cl)c1	1.0%
COCC(=O)NC1CCC12CCN(C(=O)Cc1c[nH]c3ccccc13)CC2 (stereo not given)	51.2%[activator]
COCCOC1CCOC2(CCN(C(=O)c3cccc(C)c3)CC2)C1 (stereo not given)	-6.0%
c1ccc(-c2noc(-c3cncnc3N3CCCCCC3)n2)cc1	41.2%[activator]
Cc1ccc(Cl)cc1NC(=O)CN1CCN(S(=O)(=O)c2cccs2)CC1	17.4%
CCN(CCO)C(=O)CC1C(=O)NCCN1Cc1cccnc1 (stereo not given)	66.0%[activator]
Cc1ccccc1-c1cnc2[nH]cc(CC(=O)Nc3ccn(C)n3)c2c1	26.1%[176 µM]
CCNC(=O)C1CCCN(C(=O)c2ccc(C#N)cc2)CC1 (stereo not given)	-27.3%
CC(C)Oc1ccc2c(=O)c(Oc3ccccc3)coc2c1	0.0%
CN(c1cccnc1)c1ccc(NC(=O)Cc2c[nH]c3ccccc23)cc1-c1cccnc1F	-28.6%
CC(C)(CN1CCCN(CC(C)(C)C(=O)O)C1=O)C(=O)O	4.9%
COC(=O)C(NC(=O)C(Cc1ccc(OCc2ccccc2)cc1)NC(=O)C(CC(C)C)NC(=O)OC(C)(C)C)C(C)O (stereo not given)	-20.2%

Other compounds.
SMILES	12-LOX inh
O=C(NCc1ccccc1)c1cc2cc(F)ccc2[nH]1	67.3%[activator]
COCCc1noc(-c2ccc(N(C)Cc3ncc(C)[nH]3)nc2)n1	105.7%[activator]
CC(C)NC(=O)C1(C)Cc2c(-c3cccc(C(N)=O)c3)ccnc2O1 (stereo not given)	-4.5%
COC(=O)CC1=C(C(=O)OC)C(c2ccc(OC)cc2)C(C#N)=C(N)O1 (stereo not given)	?
O=[S+]([O-])(c1ccccc1)N1CC(N2CCc3ccccc32)C1	4.3%[6.33 µM]
Cc1nn2c(c1-c1ccccc1[S+](C)(=O)[O-])N(C(=O)c1cccc(O)c1)CCC2	3.2%[176 µM]
CCOC(=O)[C@]12CCC=C1N(CCC1=CCCCC1)C(=O)[C@H](CC(=O)NCc1cccs1)C2	-0.3%
COc1ccc(N=C2S[C@H]3[C@H]([C@@H](O)[C@H](O)C[C@@H]3C(N)=O)N2CC2CCCCC2)cc1	5.5%[176 µM]
COc1ccc(S(=O)(=O)NCC(=O)O)cc1F	-26.2%
COc1ccc(OC)c(NC(=O)CSc2nnc(CN3CCCCC3)n2-c2ccc(F)cc2)c1	14.5%
Cc1nnc2n1CCC(N(C)S(=O)(=O)c1cccnc1)CC2 (stereo not given)	?
COc1ccc(NC(=O)N2CCCC(Cn3cnc4cccnc43)C2)c(C)c1 (stereo not given)	37.1%
COc1ccc2c(c1)CCc1cnc(-n3ncc(C(=O)NCC(C)(C)CN(C)C)c3C)nc1-2	-0.5%
O=C(NCCO)C(O)(c1ccccc1)c1ccccc1	9.2%
CC(=O)N1CCOC[C@H](Oc2ccc(C(F)(F)F)cn2)C1	51.1%[activator][176 µM]
O=C(CCc1cccc(F)c1)NCc1ccc(F)cc1C(F)(F)F	30.9%
NC(=O)c1cccc(CN2CCC3(CC2)Cc2ccccc2N(C(=O)C2CCCC2)C3)c1	?
COc1ccc(-c2c(C)nn3c2NC(=O)CCC3=O)cc1S(=O)(=O)Nc1ccc(C(C)C)cc1	1.3%
Cc1ccc(-c2nn(CCC(=O)NC(C)c3ccccc3)c(=O)c3ccccc23)cc1 (stereo not given)	-8.4%
CCC(=O)N1CCc2c(C(=O)N3CCCCC3)cccc21	11.0%

Part of the list above, with values ahead of the structure:
12-LOX inh	compound
-0.5%	COc1ccc2c(c1)CCc1cnc(-n3ncc(C(=O)NCC(C)(C)CN(C)C)c3C)nc1-2
9.2%	O=C(NCCO)C(O)(c1ccccc1)c1ccccc1

Random excerpt: 5 compounds from above
SMILES	12-LOX inh
COc1ccc(NC(=O)N2CCCC(Cn3cnc4cccnc43)C2)c(C)c1 (stereo not given)	37.1%
NC(=O)c1cccc(CN2CCC3(CC2)Cc2ccccc2N(C(=O)C2CCCC2)C3)c1	?
Cc1ccc(-c2nn(CCC(=O)NC(C)c3ccccc3)c(=O)c3ccccc23)cc1 (stereo not given)	-8.4%
O=C(CCc1cccc(F)c1)NCc1ccc(F)cc1C(F)(F)F	30.9%
O=C(NCCO)C(O)(c1ccccc1)c1ccccc1	9.2%

Remaining list, next part:
SMILES	12-LOX inh
Cc1cccc(NCC(=O)Nc2cc(Cl)ccc2-n2cncn2)c1C	10.3%
Fc1ccc(CSc2nc3ccccc3s2)cc1	18.1%
O=[S+]([O-])(c1cccs1)N1CCn2c(nnc2-c2ccncc2)C1	-4.8%
CN(C)Cc1c(C(C)(C)O)[nH]c2cc(F)ccc12	2.7%
CC(C)(C)NC(=O)C(c1ccc(C(F)(F)F)cc1)n1c(=O)c(-c2cc3ccccc3[nH]2)nc2ccccc21 (stereo not given)	-9.0%
CC(C)c1cc(CN(C)Cc2cn[nH]c2-c2ccc(F)cc2)no1	57.3%[activator]
O=C(COc1ccc(-c2nnco2)cc1)c1ccc(F)cc1	4.3%
COC1CCOC2(CCN(C(=O)c3nn(C)c4ccccc34)CC2)C1 (stereo not given)	55.8%[activator]
CCCCCCCCCCCC(=O)N/N=C/C(CC)CCCC (stereo not given)	49.8%
N#Cc1ccccc1CN1CCC2(CC1)Cc1ccccc1CNC2=O	3.2%[6.33 µM]
COc1ccc(OC)c(S(=O)(=O)NC(=O)C2(C)CCN2C(=O)Cc2ccccc2)c1 (stereo not given)	-10.3%
COc1cc(C(=O)Nc2cccc(NC(=O)C(C)n3cccn3)c2)cc(Cl)c1OC (stereo not given)	4.5%
COc1ccc(NS(=O)(=O)c2ccc(-c3cc(C(F)(F)F)on3)s2)cc1OC	?
CC1(CCCCc2ccccc2)COc2ccc(C(=O)NCc3cccnc3)cc2N1 (stereo not given)	-13.7%[176 µM]
CCc1cc(C(=O)N2CCC(n3nccc3NC(=O)CCOc3ccccc3)CC2)no1	16.2%
Cc1sc(NC(=O)c2ccsc2)c(C#N)c1C	?
CC1CCN(S(=O)(=O)c2ccc(C(=O)Nc3nc(-c4ccccc4)cs3)cc2)CC1	-15.9%
O=C(c1ccco1)N1CCCC(Cc2nc(C3CCOCC3)no2)C1 (stereo not given)	16.3%
O=C(Cc1n[nH]c(=O)c2ccccc12)Nc1ccc(F)cc1F	-4.6%
Cc1nc2ccc(C(=O)NCc3ccccc3)cc2nc1C	?
Cc1ccc(-n2nnnc2CNC(=O)Nc2ccc3c(c2)OCO3)cc1	?
COc1cc(CC(=O)Oc2ccccc2Br)cc(OC)c1OC	9.0%
Cc1ccc(C(=O)c2cccc(C(=O)c3ccc(C)c(C)c3)c2)cc1C	2.8%
C[C@H]1CN([C@@H](C)CO)C(=O)CCCn2nncc2CO[C@@H]1CN(C)Cc1ccc(Oc2ccccc2)cc1	?
COc1cc(/C=C2/NC(=O)NC2=O)ccc1OCc1ccc(C(=O)O)cc1	-14.1%
COCC(=O)NC1CCC12CCN(C(=O)CC1CCCCC1)CC2 (stereo not given)	40.2%[activator]
CN(Cc1cccnc1)C(=O)c1n[nH]c2c1CN(Cc1cccnc1)CC2	120.4%[activator]
CCOc1ccc2nc(N3CCC(C(=O)NCCc4cc(OC)ccc4OC)CC3)sc2c1	2.9%
N#Cc1cccc(S(=O)(=O)Nc2cccn3ncnc23)c1	?
COc1ccc(NC(=O)C[C@@H]2C[C@@H](C(C)C)[C@H](CC#N)C=C2C)cn1	5.5%[176 µM]
O=C(O)C(c1c[nH]c2ccccc12)N1CCN(c2ncc(Br)cn2)CC1 (stereo not given)	-3.6%
CS(=O)(=O)Oc1ccc2c(c1)O/C(=C\c1ccc(Cl)cc1Cl)C2=O	7.7%
CC1CCCN(c2cccc3c2S(=O)(=O)N(Cc2cccc(Cl)c2)[C@@H](C)[C@H](c2ccccc2)O3)C1 (stereo not given in full)	7.3%
Cc1c(C(=O)N2CCCC(CCc3ccc(F)cc3)C2)cnc2cc(=O)[nH]n12 (stereo not given)	15.1%
O=C(Nc1ccc(Sc2ccc(Br)cc2)cc1)c1n[nH]c(=O)c2ccccc12	?
O=C(c1cccc(F)c1)N1CCC2(CC1)NC(=O)N(c1ccccc1Cl)N2	1.26µM*
Cc1noc(C2CC3(CCN(C(=O)Cn4nc(C(F)(F)F)cc4C)CC3)CN2C)n1 (stereo not given)	40.8%[activator]
CCOC(=O)c1ccc(NC(=O)c2ncoc2-c2ccc(OC)cc2)cc1	-4.1%
CCOC(=O)Cc1csc(NC(=O)c2[nH]c3c(c2C)C(=O)CCC3)n1	-2.2%
C[C@@H]1CN([C@H](C)CO)C(=O)c2c(c3ccccc3n2C)-c2ccccc2CO[C@@H]1CN(C)Cc1ccc(O)cc1	-67.7%

Part of the list above, reformatted:
Cc1c(C(=O)N2CCCC(CCc3ccc(F)cc3)C2)cnc2cc(=O)[nH]n12 (stereo not given)
  12-LOX inh: 15.1%

O=C(Nc1ccc(Sc2ccc(Br)cc2)cc1)c1n[nH]c(=O)c2ccccc12
  12-LOX inh: ?

Continuation.
SMILES	12-LOX inh
NC(=O)Cc1csc(NC(=O)CCc2ncc(-c3ccc(F)cc3F)o2)n1	10.6%
CCc1ccc(C(=O)NC2CCN(c3cc(-c4ccc(F)cc4)[nH]n3)C2)cc1 (stereo not given)	15.7%
Cc1cc(C(=O)NOCCO)c(Nc2ccc(I)cc2F)n(C)c1=O	-6.1%[57.4 µM]
Cc1nc(-c2ccccc2)n(CC(=O)Nc2cc(C(F)(F)F)ccc2Cl)c(=O)c1CCO	?
OC1(CN2CCCN(c3nc4ccccc4s3)CC2)CNCCOC1 (stereo not given)	69.9%[activator]
CCc1ccc(Nc2nc(-c3ccc4c(c3)CC(=O)N4)cs2)cc1	?
CN(C)CCNC(=O)c1nc2nc(-c3ccccc3)c(Cl)cc2n1C	13.2%[176 µM]
Cn1cnc(S(=O)(=O)N2CCCCC2c2cc(C(=O)NCc3ccc(Cl)c(Cl)c3)no2)c1 (stereo not given)	-25.1%
CCCCCCCCCCCC(=O)Nc1ccc(C)c(C)c1	47.1%[activator]
COc1nc2c(cc1CNC(=O)c1ccc(F)cc1)C(=O)N(C1CCCC1)C2	45.7%[activator]

An excerpt; the hit share may differ from the screen's.
